Compound activity from PubChem.
EP2 mod – modulates human prostaglandin E2 receptor EP2 signaling | EP2-expressing cells, cAMP HTRF FRET, PGE2 co-stimulation | induction, % at 25 µM | 0.83% of 260,000 active;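 active = compounds whose cAMP rise, as percent of the full-agonist control response, exceeds 60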;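 also: rat C6 glioma line stably carrying human EP2 under a CMV promoter; the protocol text gives 20 µM as final concentration; 100% = response of wells given 1 µM PGE2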
Target sequence (P43116 whole entry, looked up): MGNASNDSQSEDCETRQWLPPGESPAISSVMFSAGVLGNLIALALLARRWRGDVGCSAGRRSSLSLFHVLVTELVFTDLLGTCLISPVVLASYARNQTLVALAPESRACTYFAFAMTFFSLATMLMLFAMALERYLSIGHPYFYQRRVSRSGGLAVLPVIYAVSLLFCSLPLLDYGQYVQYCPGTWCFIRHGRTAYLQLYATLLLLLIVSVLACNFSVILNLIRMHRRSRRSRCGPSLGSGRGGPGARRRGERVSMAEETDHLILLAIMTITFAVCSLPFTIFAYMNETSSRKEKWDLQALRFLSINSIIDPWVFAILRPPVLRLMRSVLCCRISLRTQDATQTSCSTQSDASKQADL
NPY Y1 blocker – antagonists of human neuropeptide Y receptor Y1. 1% of 200,000 active. inhibition, % at 3.6 µM. HEK293-CNG Y1 cells, membrane potential fluorescence; NPY at EC95, then isoproterenol. P25929;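 active = inhibition above the campaign mean inhibition of all tested compounds plus 3 SD, cut at about 20% in these data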;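 also: 0% = DMSO wells given NPY plus isoproterenol and 100% = isoproterenol alone without NPY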
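Assay system: HEK293 Y1/CNG channel cell line; Doses: single compound dose of 3.6 µM, 0.4% DMSO; Timing: dye 3 h, compound 60 min room temperature, stimulation 45 min; Technique: Membrane-potential fluorescent dye readout; Measure: % inhibition of NPY effect.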
EP2 antag – inhibitors of human EP2 prostaglandin E2 receptor. inhibition, % at 25 µM. 0.52% of 260,000 active. P43116. C6 glioma cells expressing human EP2, cAMP TR-FRET; cells stimulated with saturating PGE2;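 active = percent inhibition above 40 after rounding to a whole number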;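 also: rat C6 glioma host cells with rolipram phosphodiesterase inhibitor present; the protocol text gives 20 µM as final concentration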
NPY-Y1 PAM-ag – human NPY-Y1 potentiation or agonism, primary screen | AID 1304 | NPY-Y1 expressing cells, potentiator/agonist activation | 0.37% of 220,000 active | activation, % at 3.6 µM; in the data active = activation above about 33%, passing the limit was not always enough;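 also: cells stimulated with NPY at EC10 then isoproterenol at EC100; 0% = low agonist plus stimulus and 100% = saturating agonist plus stimulus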
S1P4 ag – human S1P4 receptor agonism; activation, % at 4.98 µM; S1P4-expressing cell line, agonist reporter assay; AID 1509; 0.35% of 220,000 active; in the data active = activation above about 11%;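 also: 0% = DMSO vehicle and 100% = reference agonist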
eIF4E-4G inh – inhibitors of eIF4E and eIF4G interaction in translation initiation. TR-FRET eIF4E-eIF4GI(517-606) binding, 2 h. inhibition, % at 21.7 µM. 0.37% of 220,000 active;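 active = inhibition above about 30%, limit read from the data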;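 also: 0% = full FRET control wells and 100% = background wells lacking eIF4GI fragment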
p97 ATPase inh – blocks human p97 ATPase activity; P55072; recombinant p97 ATPase, Kinase-Glo ATP luminescence, 3 h; inhibition, % at 8 µM; 0.42% of 220,000 active; AID 1481; in the data active = inhibition above about 15%;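 also: 0% = DMSO vehicle and 100% = wells lacking enzyme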
NPY-Y2 PAM-ag – human NPY-Y2 potentiation or agonism, primary screen. 0.45% of 220,000 active. cells expressing NPY-Y2, potentiator/agonist read-out. P49146. activation, % at 3.6 µM; in the data active = activation above about 27%;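 also: cells stimulated with NPY near EC25 plus isoproterenol at EC100; 0% = vehicle plus submaximal agonist and 100% = vehicle plus saturating agonist; some results beyond the cut were filed as inactive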
Target sequence (P49146 whole entry, looked up): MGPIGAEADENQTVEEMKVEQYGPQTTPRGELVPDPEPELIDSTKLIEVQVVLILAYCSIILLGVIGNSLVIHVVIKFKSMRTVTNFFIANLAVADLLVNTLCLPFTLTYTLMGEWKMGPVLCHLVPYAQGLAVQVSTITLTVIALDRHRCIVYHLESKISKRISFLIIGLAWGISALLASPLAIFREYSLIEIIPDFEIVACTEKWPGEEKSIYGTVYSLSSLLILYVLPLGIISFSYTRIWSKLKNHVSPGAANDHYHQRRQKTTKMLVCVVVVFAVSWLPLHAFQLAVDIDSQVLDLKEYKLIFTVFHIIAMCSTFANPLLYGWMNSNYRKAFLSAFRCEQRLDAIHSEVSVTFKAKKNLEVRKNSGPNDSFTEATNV
S1P4 antag – antagonists of human S1P4 receptor; O95977; S1P4-expressing cells, antagonist mode, reporter read-out; inhibition, % at 4.98 µM; 0.26% of 220,000 active; in the data active = inhibition above about 29%;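 also: 0% = wells stimulated with agonist and 100% = vehicle wells without agonist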
Numbers without * were called inactive; . = not tested or not shown; & = joins results of further samples; [ ] = dose if it differs, or a comment.

SMILES	EP2 mod	NPY Y1 blocker	EP2 antag	NPY-Y1 PAM-ag	S1P4 ag	eIF4E-4G inh	p97 ATPase inh	NPY-Y2 PAM-ag	S1P4 antag
O=C1CCCC(O)=C1N=Nc1cccc(S(=O)(=O)N2CCOCC2)c1	32	.	4	-9	-0.7	-2	6	-2	7
O=C(CCc1ccc(S(=O)(=O)N2CCOCC2)cc1)Nc1ccc2c(c1)OCCO2	23	.	10	-9	-0.5	-4	4	-19	10
COc1ccc(NC(=O)c2ccc3c(c2)NC(=O)CS3)cc1S(=O)(=O)Nc1ccc(Br)cc1	-69	-7	10	28	1.1	0	-8	7	-2
COc1ccc(N2CCN(C(=S)NCc3ccc(C)cc3)CC2)cc1	-21	1	7	18	4.3	4	4	5	-11
Cc1ccsc1/C=C(\C#N)C(=O)NCc1cccnc1	16	3	10	-1	1.0	-1	6	1	-13
Cc1cc(C(=O)N/N=C/c2ccccn2)n[nH]1	25	-4	3	-18	0.0	-2	0	3	-2
CCc1ccc(OCc2cnc(Cl)s2)cc1	38	8	2	-8	2.0	0	3	7	4
CC(C)CCNC(=O)Nc1ccc2c(c1)N(C)C(=O)CS2	-14	0	4	-7	-0.4	2	3	-11	-4
COc1ccc(CCn2c(=N)c(C(=O)N3CCN(C)CC3)cc3c(=O)n4ccccc4nc32)cc1	5	1	5	23	3.3	-22	0	23	-11
Cc1cc(C(=O)NCc2nc(-c3ccccc3)no2)ccc1[N+](=O)[O-]	-56	7	1	-27	1.1	0	-2	-38	-2
C1CC1Cc1noc(CN2CCN(CC3CC3)CC2)n1	3	-1	7	-11	1.8	3	4	-5	-11
CCOC(=O)c1nc[nH]c1C	2	2	4	-2	0.9	2[fluorescence artefact?]	-4	2	-12
COc1ccc(NC(=O)N2CCCc3ccccc32)cc1	18	5	5	12	0.5	2	-2	-16	1
Cc1cc(C)n2nc(SCC(=O)c3cc(C)n(-c4cc(C)on4)c3C)nc2n1	-18	0	6	1	0.8	0	3	-1	-5
CCOC(=O)c1sc2nc(N3CCCC3)c3c(c2c1N)CC(C)(C)OC3	34	1	6	13	1.8	-6	-5	9	-13
COC(=O)c1ccc(CSc2nnc(CNC(=O)COc3ccc(Cl)cc3)o2)o1	-6	-2	10	5	-0.2	1	-3	-5	-1
O=C(/C=C/c1ccc(Br)cc1)Nc1ccc(S(=O)(=O)Nc2ncccn2)cc1	20	3	7	9	0.1	-2	1	-11	-1
O=C(/C(C=Nc1cc2c(oc1=O)CCCC2=O)=C(\O)c1ccccc1)c1ccccc1	11	7	3	11	-0.6	2	4	-4	-4
COc1cc(Cl)c(C)cc1NC(=O)Cn1c(NCCO)nc2ccccc21	-14	.	6	1	-0.1	2	-3	-9	13
CCn1ccc(C(=O)NC2=C(C#N)CCC2)n1	-9	-5	14	-1	2.6	6[fluorescence artefact?]	3	0	-5
Cc1ccc2c(c1)NCC(C(=O)NC1CCC(C)CC1)O2 (configuration not stated)	-19	1	5	6	1.7	0	18*	0	-22
Cc1c(N2C(=O)/C(=C3/C(=O)N(C)c4ccccc43)SC2=S)c(=O)n(-c2ccccc2)n1C	2	2	2	8	0.3	-3	1	7	1
COc1cc(O)oc1C=Nc1ccc(C(F)(F)F)cc1	-5	7	11	19	1.3	2	2	9	-13
COc1ccc2[nH]c3c(=O)n(CCc4ccccc4)cnc3c2c1	3	.	8	-16	-1.0	0	-6	-11	0
CC(C)(C)c1nnc(NC(=S)Nc2ccccc2)s1	-28	-3	7	-3	1.2	-2	3	-4	0
Other results follow:
SMILES	EP2 mod	NPY Y1 blocker	EP2 antag	NPY-Y1 PAM-ag	S1P4 ag	eIF4E-4G inh	p97 ATPase inh	NPY-Y2 PAM-ag	S1P4 antag
O=C(c1ccccc1F)N1CCC(O)(c2cccnc2)CC1	13&2	2	13&10	-7	1.5	.	-4	4	-2
O=c1nc(N2CCOCC2)ccn1-c1nc(-c2ccccc2)sc1-c1ccccc1	-6	.	12	2	-2.8	7	9	10	7
CCOc1ccc(NC(=O)CN(c2ccc([N+](=O)[O-])cc2)S(=O)(=O)c2ccccc2)cc1	-2	1	4	2	0.0	0	-1	3	-33
CN(NC(=O)c1ccccc1)c1nc2ccccc2nc1C(F)(F)F	-43	1	7	19	-0.5	0	-1	13	-14
CCc1ccc2[nH]c(=O)c(CN(CCN(C)C)C(=O)Nc3ccccc3OC)cc2c1	-37	7	1	-25	-3.0	-2	-6	-18	5
O=C(Cn1ccsc1=NC(=O)c1ccco1)c1ccccc1	-4	7	11	7	1.2	9[fluorescence artefact?]	6	7	5
COc1cccc(OC)c1OCCN(C)C	-8	3	9	5	3.1	-3	6	-4	6
C[n+]1ccc(/C=C/c2ccccc2O)c2ccccc21	8	3	14	3	0.1	8	0	-17	21
CC(CN1CCCCC1)OC(=O)C(C)(c1ccccc1)c1ccccc1 (configuration not stated)	37	16	8	-17	-0.5	-4	-2	-21	-15
O=S(=O)(Nc1cccc2ncccc12)c1cccs1	2	-3	1	9	-0.7	6	6	4	54*
Cn1c(CCCOc2ccc(Cl)cc2Cl)nnc1SCC(=O)Nc1cccc(F)c1	-10	1	8	-10	-1.4	-1	6	4	-7
CCN(CC)S(=O)(=O)c1cccc(NC(=O)COC(=O)/C=C/c2cccs2)c1	3	.	14	-14	0.8	-5	-6	-27	-10
COc1ccccc1-c1nc(COc2ccc(Cl)cc2Cl)no1	-15	.	5	5	-0.8	-3	-6	4	4
COC(=O)CC/C(C)=N\Nc1ccc([N+](=O)[O-])cc1[N+](=O)[O-]	0	-1	4	11	0.7	5[fluorescence artefact?]	4	6	-2
O=C(NCc1ccco1)c1cnn2c(C(F)(F)F)cc(-c3ccco3)nc12	-13	5	14	9	-0.3	1	-1	-4	-6
O=C(NCCCN1CCOCC1)c1cc(-c2ccc(O)cc2)on1	-13	-3	15	-3	-3.1	-1	-5	0	5
Cc1nn(-c2ccccc2)c(C)c1/C=N/NC(=O)CSc1nnc(SCc2ccc(Cl)cc2)s1	45	-1	7	17	1.4	-1[fluorescence artefact?]	3	2	-14
Cc1ccc(NC(=S)NNC(=O)CCn2cc(C)cn2)cc1	4	4	7	32	2.1	0[fluorescence artefact?]	4	11	-18
COc1cccc(-n2ccnc2SCC(=O)Nc2cc(C)on2)c1	-4	0	8	-2	0.9	2	1	-3	-2
CCOc1ncccc1C(=O)Nc1ccc2c(C)cc(=O)oc2c1	-1	-1	13	6	-0.9	-13[fluorescence artefact?]	2	9	3
CC(C)Cn1c(SCC(=O)N2CC(=O)Nc3ccccc32)nc2ccccc21	3	5	12	12	1.3	4[fluorescence artefact?]	-7	-1	5
COc1ccc(CCNC(=O)C(Sc2ccccn2)c2ccccc2)cc1OC (configuration not stated)	0	.	14	18	-2.9	2	4	-16	-3
CN1C(=O)NC(c2ccccc2)(C(F)(F)F)S/C1=C(/C#N)c1nnc(N2CCOCC2)n1-c1ccccc1 (configuration not stated)	11	4	6	17	0.3	1	-3	3	-1
CS(=O)(=O)c1ccc2nc(NC(=O)C3CCCO3)sc2c1 (configuration not stated)	6	-4	10	14	0.1	1	5	0	-8
Cc1cccc(C)c1NC(=O)COC(=O)c1ccc2c(c1)OCO2	-8	7	5	4	1.3	2	-5	-1	-12

Twelve entries from above, reformatted.
Compound | EP2 mod | NPY Y1 blocker | EP2 antag | NPY-Y1 PAM-ag | S1P4 ag | eIF4E-4G inh | p97 ATPase inh | NPY-Y2 PAM-ag | S1P4 antag
CCc1ccc2[nH]c(=O)c(CN(CCN(C)C)C(=O)Nc3ccccc3OC)cc2c1 | -37 | 7 | 1 | -25 | -3.0 | -2 | -6 | -18 | 5
O=C(Cn1ccsc1=NC(=O)c1ccco1)c1ccccc1 | -4 | 7 | 11 | 7 | 1.2 | 9[fluorescence artefact?] | 6 | 7 | 5
COc1cccc(OC)c1OCCN(C)C | -8 | 3 | 9 | 5 | 3.1 | -3 | 6 | -4 | 6
C[n+]1ccc(/C=C/c2ccccc2O)c2ccccc21 | 8 | 3 | 14 | 3 | 0.1 | 8 | 0 | -17 | 21
CC(CN1CCCCC1)OC(=O)C(C)(c1ccccc1)c1ccccc1 (configuration not stated) | 37 | 16 | 8 | -17 | -0.5 | -4 | -2 | -21 | -15
O=S(=O)(Nc1cccc2ncccc12)c1cccs1 | 2 | -3 | 1 | 9 | -0.7 | 6 | 6 | 4 | 54*
Cn1c(CCCOc2ccc(Cl)cc2Cl)nnc1SCC(=O)Nc1cccc(F)c1 | -10 | 1 | 8 | -10 | -1.4 | -1 | 6 | 4 | -7
CCN(CC)S(=O)(=O)c1cccc(NC(=O)COC(=O)/C=C/c2cccs2)c1 | 3 | . | 14 | -14 | 0.8 | -5 | -6 | -27 | -10
COc1ccccc1-c1nc(COc2ccc(Cl)cc2Cl)no1 | -15 | . | 5 | 5 | -0.8 | -3 | -6 | 4 | 4
COC(=O)CC/C(C)=N\Nc1ccc([N+](=O)[O-])cc1[N+](=O)[O-] | 0 | -1 | 4 | 11 | 0.7 | 5[fluorescence artefact?] | 4 | 6 | -2
O=C(NCc1ccco1)c1cnn2c(C(F)(F)F)cc(-c3ccco3)nc12 | -13 | 5 | 14 | 9 | -0.3 | 1 | -1 | -4 | -6
O=C(NCCCN1CCOCC1)c1cc(-c2ccc(O)cc2)on1 | -13 | -3 | 15 | -3 | -3.1 | -1 | -5 | 0 | 5

Additional compounds
SMILES	EP2 mod	NPY Y1 blocker	EP2 antag	NPY-Y1 PAM-ag	S1P4 ag	eIF4E-4G inh	p97 ATPase inh	NPY-Y2 PAM-ag	S1P4 antag
CCN(CC)CCNc1c2c(c(C#N)c3nc4ccccc4n13)CCCC2	-15	7	9	-12	-0.8	-5	1	-9	9
O=C(C1CC1)N1CCN=C1SCc1ccccc1	21	-2	20	-2	0.2	-5[fluorescence artefact?]	3	-4	-4
Cc1ccc([N+](=O)[O-])c(C)[n+]1C	-20&11	-1	8&11	18	-1.4	7	-2	-17	-10
COc1cc(OC)c2c(O)c3c(c(-c4c5c(c(O)c6c(OC)cc(OC)cc46)CO[C@@H](C)[C@H]5O)c2c1)[C@H](O)[C@H](C)OC3	-37	-3	24	-2	-1.2	20	-1	-10	-11
O=C(O)CSc1nc(-c2ccccc2)cc(=O)[nH]1	17	0	6	-2	1.6	5	-3	-13	12
Cc1cc(C)n(-c2nnc(C)n2/N=C/c2ccccc2O)n1	-1	3	.	5	-0.7	-11	1	-8	-5
COc1cccc(OC)c1C(=O)Nc1ccc(Cc2ccncc2)cc1	5	0	5	-18	-0.6	-2	-3	-12	-5
Cc1ccccc1NC(=O)/C(=C\c1cccs1)NC(=O)c1ccco1	24	-2	5	-13	-1.2	-5	-5	-15	-7
COC(=O)c1cccc(NC(=O)CSc2nnc(COc3cccc(C)c3)n2C)c1	-2	3	3	-7	-0.5	-8	-2	-6	-13
C/C(=N\NC(=O)Cc1csc(N2CCOCC2)n1)c1ccc(Cl)c(Cl)c1	-44	14	2	-34	0.4	1	2	0	6
Cc1nn(-c2ccccc2)c2nc(N)c(C#N)c(-c3ccc(F)cc3)c12	31	23*	9	-29	0.5	2	4	-18	-2
Cc1ccc(CC2C(=O)N(c3cc(Cl)ccn3)C(=O)C2C)cc1 (configuration not stated)	20	.	6	13	-0.7	-1	4	0	0
CCc1nc2sc(C#N)c(N)c2c2c1CCCC2	54	49*	6	-76	1.8	3[fluorescence artefact?]	1	-20	0

The list is partial (hit frequency here may not be typical).
